ERb coact inh: ER-beta (human) coactivator binding inhibition; TR-FRET ER-beta LBD / SRC1-Cy5 peptide binding; receptor agonist-loaded with 1 µM estradiol; inhibition, % at 25.6 µM; 86,000 tested, 1.3% active;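 active means compounds whose percent inhibition of the receptor-coactivator binding signal exceeds about 50% in the single-dose screen, limit read from the data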;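 further: 0% = receptor plus peptide wells without compound and 100% = peptide-only wells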
FAK inh: FAK (human) kinase inhibition. biochemical FAK kinase activity assay. AID 727. Q05397. 97,000 tested, 0.84% active. inhibition, %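 (tested at 7 µM)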; in the data active means inhibition above about 19%;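 further: 0% = DMSO and 100% = reference compound high control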
ERa SRC1 pot: enhances coactivator binding to human estrogen receptor alpha. coactivator binding (% of control), % at 25.6 µM. 86,000 tested, 1.3% active. AID 639. TR-FRET ERalpha-LBD/SRC-Cy5 coactivator binding, 2 h; 100 = basal binding, no effect. P03372; in the data active means activity above about 200%;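 further: binding measured in presence of low estradiol as agonist stimulus; 0% = peptide alone without receptor and 100% = receptor with peptide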
CD11b adhes enh: increases human CD11b/CD18 adhesion to fibrinogen; P05107+P11215; AID 1499; K562 CD11b/CD18 adhesion to fibrinogen, ATPlite luminescence; 93,000 tested, 0.07% active; activation, % at 10 µM;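 active means 10 µM primary screen giving 50% or more activity, confirmed by 40% or more on retest at that dose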; further: strong numbers were not always called active; reference of the scale not given here
Target sequence (P05107 whole entry, looked up, other chains not shown): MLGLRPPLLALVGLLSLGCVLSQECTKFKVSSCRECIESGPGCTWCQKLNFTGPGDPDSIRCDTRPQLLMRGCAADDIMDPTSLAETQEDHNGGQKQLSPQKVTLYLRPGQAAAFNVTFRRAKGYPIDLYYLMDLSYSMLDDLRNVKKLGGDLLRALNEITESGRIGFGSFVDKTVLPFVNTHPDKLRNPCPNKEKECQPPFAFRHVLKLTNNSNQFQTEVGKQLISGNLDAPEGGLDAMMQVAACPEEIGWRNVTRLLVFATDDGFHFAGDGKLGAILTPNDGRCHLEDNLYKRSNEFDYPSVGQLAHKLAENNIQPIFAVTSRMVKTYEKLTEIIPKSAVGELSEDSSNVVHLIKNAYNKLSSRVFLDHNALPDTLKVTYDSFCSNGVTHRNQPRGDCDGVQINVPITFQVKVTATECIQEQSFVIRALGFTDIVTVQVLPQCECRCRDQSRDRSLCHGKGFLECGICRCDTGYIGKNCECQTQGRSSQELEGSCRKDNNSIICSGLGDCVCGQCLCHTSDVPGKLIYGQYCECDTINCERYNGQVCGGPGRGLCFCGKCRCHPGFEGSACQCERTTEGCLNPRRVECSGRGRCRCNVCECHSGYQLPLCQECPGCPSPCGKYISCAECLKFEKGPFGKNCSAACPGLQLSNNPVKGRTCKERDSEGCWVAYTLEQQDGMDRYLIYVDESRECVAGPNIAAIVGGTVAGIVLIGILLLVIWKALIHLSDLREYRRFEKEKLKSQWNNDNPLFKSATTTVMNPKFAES
PLAP activator: human PLAP activation; purified PLAP enzyme, luminescent substrate read-out; stronger effect = higher value; activation fold at 20 µM; 96,000 tested, 1.2% active; in the data active means activation fold above about 2
Mac1 fbg inh: blocks human CD11b/CD18 adhesion to fibrinogen; P05107+P11215; K562 CD11b/CD18 adhesion to fibrinogen, ATPlite luminescence; Mn2+ added to activate the integrin; inhibition, % at 10 µM; 93,000 tested, 0.54% active; AID 1497;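 active means primary inhibition of 50% or more at 10 µM, then 40% or more on retest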; further: some results filed as inactive read as strong as hits
MT1-MMP txn act: MT1-MMP promoter transcription activation. activation factor at 10 µM. 86,000 tested, 0.16% active. HT1080 MT1-MMP promoter luciferase reporter, luminescence, overnight; stronger effect = higher value;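 active means activation factor of at least 2 for MT1-MMP transcription at 10 µM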
Ecoli WT expand: growth inhibitors of E. coli BW25113 wild type; OD600 absorbance; growth inhibition, % at 100 µM; 98,000 tested, 0.15% active; AID 710;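 active means growth inhibition above about 50% at one test dose, limit read from the data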;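 further: growth measured after 20 h incubation at 37 °C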
ERa coact inh: blocks coactivator binding to human estrogen receptor alpha; TR-FRET ER-alpha LBD / SRC-1 peptide, estradiol-bound; inhibition, % at 25.6 µM; 86,000 tested, 1.7% active; in the data active means inhibition above about 50%;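 further: 0% = receptor plus peptide control and 100% = peptide only without receptor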
Starred values were filed as active, the others as inactive; · = not tested or not shown; [ ] = remark or other dose.

1	COc1ccccc1CNC(=O)CCN1C(=O)COc2ccc(C)cc21
2	Cc1ccccc1OCCCC(=O)Nc1nccs1
3	CCc1c(O)nc(SCC(=O)Nc2ccc3c(c2)CCC3)[nH]c1=O
4	CCOC(=O)CC1C(=O)NCCN1Cc1cccc(OC)c1 (stereo unspecified)
5	CC(C)NC(=O)COC(=O)c1ccc(NS(=O)(=O)c2ccc3c(c2)OCCO3)cc1
6	COc1ccc2[nH]c3nc(SC(C)C)nnc3c2c1
7	Cc1ccc(-n2nc(C(=O)O)c3ccccc3c2=O)cc1C
8	O=C1CC(c2ccco2)CC2=C1C=Nc1ccccc1N2 (stereo unspecified)

compound no.	1	2	3	4	5	6	7	8
ERb coact inh	-26.5	6.8[fluorescence artefact?]	16.8	11.1	·	18.0[fluorescence artefact?]	-5.8	3.0[fluorescence artefact?]
FAK inh	-1.6	4.5	-1.7	-0.2	-2.1	-1.5	-3.8	21.8*
ERa SRC1 pot	106.9	84.2	69.5	79.2	·	95.8	93.1	97.8
CD11b adhes enh	4.9	-3.8	0.4	-3.5	1.4	·	-8.2	-2.8
PLAP activator	1.1	0.9	0.9	1.3	1.3	1	1.1	1.2
Mac1 fbg inh	-10.9	3.1	-4.9	-8.4	-1.9	·	-17.2	3.0
MT1-MMP txn act	1.1	·	1.1	1	·	0.2	·	1.1
Ecoli WT expand	0.0	-12.0	-6.0	6.0	7.0	-8.0	-1.0	-9.0
ERa coact inh	-21.5	15.5	23.6[fluorescence artefact?]	-1.4[fluorescence artefact?]	·	20.0	-7.7	9.5

9	CCCn1c(=O)c2ccccc2n2c(SCC(=O)/C(C#N)=C(\C)N)nnc12
10	CC(C)c1ccc(Nc2ncccc2C#N)cc1
11	O=C(CSC(=S)N1CCOCC1)Nc1nc(-c2ccccc2)c(-c2ccccc2)o1
12	CN(C)c1ccc(-n2cccc2/C=C2/SC(=Nc3ccc(F)cc3)NC2=O)cc1
13	CC1CCN(S(=O)(=O)c2ccc3c(c2)c(=O)c(C(=O)N2CCCCC2)cn3C)CC1
14	O=C(NCc1ccco1)c1cnn2c1NC(c1ccc(Br)cc1)CC2C(F)(F)F (stereo unspecified)
15	C=CCN(CC=C)S(=O)(=O)c1ncn[nH]1
16	O=C(N/C(=C\c1ccco1)C(=O)N1CCCC1)c1cccs1

compound no.	9	10	11	12	13	14	15	16
ERb coact inh	50.4*[fluorescence artefact?]	·	·	·	-4.7	1.7	-1.6	·
FAK inh	-4.4	-0.2	0.2	4.6	-3.8	2.3	2.2	0.0
ERa SRC1 pot	53.7	·	·	·	104.5	88.5	111.6	·
CD11b adhes enh	-5.1	1.3	-2.4	-0.1	-3.0	3.6	-3.0	0.0
PLAP activator	1	0.9	0.9	0.9	1.5	1.4	0.9	0.9
Mac1 fbg inh	5.6	-12.6	7.8	7.4	12.2	-14.7	0.0	-15.3
MT1-MMP txn act	1.1	·	·	·	1	1.1	1.1	·
Ecoli WT expand	-3.0	-1.0	-6.0	-5.0	-1.0	3.0	4.0	-4.0
ERa coact inh	42.1	·	·	·	-10.5	-0.7	1.0	·

17	Cc1ccc(Cn2c(SCC(C)C)nc3c2c(=O)n(C)c(=O)n3C)cc1
18	CCC(=O)Nc1ccc(-c2nn3c(C)nnc3s2)cc1
19	CCCN=C(C)c1c(-c2ccccc2)[nH]n(-c2nc3ccccc3s2)c1=O
20	CCC(=O)Nc1cc2nn(-c3ccc(OC)cc3)nc2cc1C
21	COc1ccccc1-c1cc2ccccc2[nH]1
22	Cc1ccc(-n2c(C)nnc2SCC(=O)Nc2ccccc2)cc1
23	CCOCCCNC(=O)c1ccc2c(c1)ncn2C1CCCC1
24	Cn1c2ccccc2c2nnc(SC3CCOC3=O)nc21 (stereo unspecified)

compound no.	17	18	19	20	21	22	23	24
ERb coact inh	-5.5[fluorescence artefact?]	2.0	-2.2[fluorescence artefact?]	6.1	-5.7	6.0	-10.4	6.5
FAK inh	9.2	-1.5	0.1	·	1.4	1.1	10.6	-0.8
ERa SRC1 pot	80.8	91.1	133.9	129.2	97.9	107.2	107.3	63.3
CD11b adhes enh	-1.1	·	-2.0	-7.0	·	·	·	-1.8
PLAP activator	1.1	·	0.8	0.8	·	·	1.2	0.8
Mac1 fbg inh	3.3	·	-14.6	-2.7	·	·	·	-2.3
MT1-MMP txn act	1.1	1.3	1.4	0.5	1.9	1	1.3	1
Ecoli WT expand	-11.0	·	-14.0	-11.0	·	·	7.0	6.0
ERa coact inh	11.6[fluorescence artefact?]	-7.8	2.5[fluorescence artefact?]	4.1	7.8	24.6	-0.1	5.0

25	O=C(CS(=O)(=O)c1c[nH]c2ccccc12)Nc1ccc2c(c1)OCCO2
26	COc1ccc(NC(=O)CSc2ccccn2)cc1OC
27	COc1cc(C(=O)Nc2cc(C)ccn2)cc(OC)c1OC
28	N[C@@]12CCc3nonc3[C@]1(O)CC(c1ccccc1)=[N+]2[O-]
29	Cc1ccc(NC(=O)CN(C)C(=O)CN2C(=O)NC(C)(c3ccccc3)C2=O)cc1 (stereo unspecified)
30	COC(=O)c1ccc(CSc2nnc3sc4ccccc4n23)o1
31	O=C(NCc1ccco1)C(c1ccc(F)cc1)N(CC1CCCO1)C(=O)Cn1nnc2ccccc21 (stereo unspecified)
32	CCNC(=O)C1(c2ccccc2)CCCC1

compound no.	25	26	27	28	29	30	31	32
ERb coact inh	16.7	4.9[fluorescence artefact?]	4.5	-17.0	·	-3.7	0.1	8.4
FAK inh	0.3	2.7	-0.4	0.1	-1.7	·	-2.5	0.4
ERa SRC1 pot	122.8	83.1	89.5	120.5	·	109.8	115.0	104.3
CD11b adhes enh	-1.5	3.3	·	0.7	0.7	-4.2	-0.8	0.2
PLAP activator	1	1.1	0.9	1	1	1.2	1.4	1
Mac1 fbg inh	-2.9	-2.9	·	0.4	2.2	8.8	-22.3	-8.2
MT1-MMP txn act	1.5	1.1	1.1	1.1	1.1	1.1	1	·
Ecoli WT expand	2.0	2.0	-11.0	-4.0	1.0	2.0	-4.0	-1.0
ERa coact inh	-13.2	-2.3	-6.2	-16.7	·	-5.0	3.8	-2.8

33	CCOc1cc(CO)cc(Br)c1OCC(=O)O
34	CCOc1ccc2nc(SCC)[nH]c2c1
35	Cc1nn(-c2ccc(C(=O)Nc3nnc(C4CC4)s3)cc2)c(C)c1Cl
36	CC(=Nc1cccc(C)c1)c1sc2ccccc2c1O
37	Cc1nc2ccc(S(=O)(=O)NCC(=O)N3CCC(N4CCCCC4)CC3)cc2s1
38	Cn1c(N/N=C/c2ccccc2)nc2sc3c(c2c1=O)CCC3
39	COc1ccc(N(Cc2ccccc2)C(=O)CSc2nnc(Cn3nnc4ccccc43)o2)cc1
40	CC(C)CC(c1nnnn1C(C)C)N1CCN(c2cccc(Cl)c2)CC1 (stereo unspecified)

compound no.	33	34	35	36	37	38	39	40
ERb coact inh	32.4	-5.5	-3.9	-14.2	-2.1	·	-2.7	1.3[fluorescence artefact?]
FAK inh	-2.2	-1.4	0.2	-1.9	-7.7	1.7	-0.2	-2.9
ERa SRC1 pot	43.5[fluorescence artefact?]	102.4	103.4	198.7[fluorescence artefact?]	118.9	·	88.3	127.1
CD11b adhes enh	·	·	2.7	-0.5	-3.5	1.7	-2.1	-5.8
PLAP activator	·	1	1.1	0.8	1.2	1.1	1.7	1.6
Mac1 fbg inh	·	·	-0.3	10.6	-9.0	-24.0	20.8	17.7
MT1-MMP txn act	1.2	1.4	1.2	1.9	1.1	·	1.1	1.2
Ecoli WT expand	·	6.0	-15.0	1.0	2.0	-2.0	-11.0	-5.0
ERa coact inh	41.5	-9.6	-3.3	-5.3	-2.2	·	-1.3	1.2

41	[O-]C1=N/[N+](=C/c2ccccc2Cl)CC1
42	CCCCOC(=O)c1ccc(NS(=O)(=O)c2cc(-c3nnnn3CC)ccc2OC)cc1
43	O=C(CSc1nnc(Cc2ccccc2)n1Cc1ccco1)NC1CCCC1
44	CCn1nnc(NC(=O)c2ccccc2Br)n1
45	Cc1ccc(S(=O)(=O)N2CC(=O)Nc3ccccc32)cc1C
46	Cc1ccc(/C=N/n2cnnc2)s1
47	Cc1cc2cc(CCNC(=O)C(C)C)c(=O)[nH]c2cc1C
48	O=S(=O)(NCc1ccccc1)c1ccc(S(=O)(=O)N2CCCCC2)cc1

compound no.	41	42	43	44	45	46	47	48
ERb coact inh	8.5[fluorescence artefact?]	0.8	3.0	2.5	-4.5	-4.2	-8.4	19.4[fluorescence artefact?]
FAK inh	-1.0	-7.0	-5.9	-1.0	-4.6	-0.6	-1.2	-3.3
ERa SRC1 pot	68.0[fluorescence artefact?]	122.0	99.3	117.0	112.2	91.5	104.7	129.0
CD11b adhes enh	-7.6	-1.5	-1.2	-4.7	0.5	·	·	-0.1
PLAP activator	1	2.2*	1.2	0.8	0.8	0.9	·	1
Mac1 fbg inh	-6.7	-6.5	11.9	-29.4	-12.0	·	·	-4.5
MT1-MMP txn act	·	1.1	1.1	1.4	1.1	0.9	1.2	1.2
Ecoli WT expand	6.0	4.0	4.0	1.0	2.0	3.0	·	-3.0
ERa coact inh	6.7	-1.6	5.0	-3.8	0.3[fluorescence artefact?]	3.7	-0.7	5.9[fluorescence artefact?]

Entries listed so far printed as active in FAK inh:
# | molecule | ERb coact inh | FAK inh | ERa SRC1 pot | CD11b adhes enh | PLAP activator | Mac1 fbg inh | MT1-MMP txn act | ERa coact inh
8 | O=C1CC(c2ccco2)CC2=C1C=Nc1ccccc1N2 (stereo unspecified) | 3.0[fluorescence artefact?] | 21.8* | 97.8 | -2.8 | 1.2 | 3.0 | 1.1 | 9.5

Back to the main list, repeating the two entries before the break.
47	Cc1cc2cc(CCNC(=O)C(C)C)c(=O)[nH]c2cc1C
48	O=S(=O)(NCc1ccccc1)c1ccc(S(=O)(=O)N2CCCCC2)cc1
49	Cc1cc(Nc2ccc3c(c2)OCCO3)n2ncnc2n1
50	CCCn1c(NCc2cccc(OC)c2OC)nc2ccccc21
51	Cc1nc2cc(C(=O)O)ccc2n1-c1ccc(F)cc1F
52	CCC(=O)N1CCc2cc(Br)cc(S(=O)(=O)CC(=O)OC)c21
53	CCCCOCCCNC(=O)c1c(-c2ccccc2)noc1C
54	COC(=O)c1nc2nc(C)cc(C(F)(F)F)n2n1
55	c1ccc(-c2nn3c(-c4ccncc4)nnc3s2)nc1
56	Oc1c(C=Nc2cccc3nsnc23)ccc2ccccc12

compound no.	47	48	49	50	51	52	53	54	55	56
ERb coact inh	-8.4	19.4[fluorescence artefact?]	·	-14.9	-0.6	-7.2	-0.4	-9.2	25.5	6.0
FAK inh	-1.2	-3.3	-7.0	-1.2	-3.1	-3.8	2.9	-2.5	·	7.7
ERa SRC1 pot	104.7	129.0	·	150.1	107.1	102.9	105.9	101.5	39.9[fluorescence artefact?]	58.0[fluorescence artefact?]
CD11b adhes enh	·	-0.1	-1.7	-2.4	1.9	3.5	-0.5	-1.1	·	-2.4
PLAP activator	·	1	1	0.8	0.8	1	1.2	0.9	·	0.9
Mac1 fbg inh	·	-4.5	-2.8	-5.6	-11.7	5.2	0.3	-13.9	·	5.8
MT1-MMP txn act	1.2	1.2	1.2	1.2	1	1	1.1	1.2	1.1	1.5
Ecoli WT expand	·	-3.0	-12.0	4.0	0.0	-13.0	5.0	2.0	·	2.0
ERa coact inh	-0.7	5.9[fluorescence artefact?]	·	0.6	2.1	-8.5	-0.1	14.3	57.6*[fluorescence artefact?]	4.9

57	COc1cccc(N=Cc2ccc(O)cc2O)c1
58	S=c1[nH]nc(-c2ccco2)n1Cc1ccccc1
59	C/C(Cn1nnc([N+](=O)[O-])n1)=N\NC(=O)c1ccc(Cl)c(Cl)c1
60	CCOC(=O)C1CCCN(c2c(NCC3CCCO3)c(=O)c2=O)C1 (stereo unspecified)
61	COc1cccc(-c2nc(=S)c3c(n2CCCO)CCCC3)c1

compound no.	57	58	59	60	61
ERb coact inh	4.4	-15.8[fluorescence artefact?]	·	10.9[fluorescence artefact?]	1.3
FAK inh	·	-0.7	-8.5	0.4	-1.2
ERa SRC1 pot	104.6[fluorescence artefact?]	95.0	·	90.5	100.5
CD11b adhes enh	80.0	2.2	-1.0	20.6	-1.9
PLAP activator	0.9	1.2	1.3	0.9	0.8
Mac1 fbg inh	-5.7	-25.7	4.1	6.5	-23.1
MT1-MMP txn act	1.2	1.3	·	1	1.3
Ecoli WT expand	6.0	4.0	20.0	-3.0	-2.0
ERa coact inh	3.8[fluorescence artefact?]	-7.8[fluorescence artefact?]	·	-8.2	-7.7

Screens (PubChem)
